Bioassay records: PubChem, several laboratories
MsrA inh = inhibitors of bovine MsrA. purified bovine MsrA, absorbance read-out. inhibition, % at 15.5 µM. hit rate 0.75% among 360,000. AID 651718; in the data active = inhibition above about 4.5%;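 also: 0% = vehicle wells with enzyme and 100% = reference inhibitor wells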
SUMO1-SIM PPI = alters human SUMO1 binding to SIM partners; inhibition, % at 20 µM; P63165; SUMO1 binding to a labelled peptide, TR-FRET, 1 h; AID 602429; hit rate 0.33% among 360,000; in the data active = inhibition above about 37%
TbMetRS inhib = blocks T. brucei methionyl-tRNA synthetase activity; inhibition, % at 11.9 µM; hit rate 0.4% among 360,000; purified T. brucei MetRS, ATP depletion, Kinase-Glo luminescence;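 active = inhibition above a per-plate cutoff of the control wells' mean inhibition plus 3 SD, cut at about 5.5% in these data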;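 also: 0% = DMSO wells median and 100% = median of wells with control inhibitor compound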
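Dosing: 11.9 µM single point; system: parasite MetRS enzyme; technique: luminescence of leftover ATP; times: 15 min enzyme-compound preincubation, 2 h reaction, 10 min detection, 25 °C; replicates: each compound tested once; read-out basis: percent inhibition relative to median high and low control wells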
E coli Lon inh = inhibits E. coli Lon protease. hit rate 0.42% among 360,000. inhibition, % at 7.94 µM. purified E. coli Lon protease, fluorescence polarization; in the data active = inhibition above about 13%, passing the limit was not always enough;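 also: 0% = enzyme with probe and DMSO and 100% = no enzyme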
Target sequence (P0A9M0 whole entry, looked up): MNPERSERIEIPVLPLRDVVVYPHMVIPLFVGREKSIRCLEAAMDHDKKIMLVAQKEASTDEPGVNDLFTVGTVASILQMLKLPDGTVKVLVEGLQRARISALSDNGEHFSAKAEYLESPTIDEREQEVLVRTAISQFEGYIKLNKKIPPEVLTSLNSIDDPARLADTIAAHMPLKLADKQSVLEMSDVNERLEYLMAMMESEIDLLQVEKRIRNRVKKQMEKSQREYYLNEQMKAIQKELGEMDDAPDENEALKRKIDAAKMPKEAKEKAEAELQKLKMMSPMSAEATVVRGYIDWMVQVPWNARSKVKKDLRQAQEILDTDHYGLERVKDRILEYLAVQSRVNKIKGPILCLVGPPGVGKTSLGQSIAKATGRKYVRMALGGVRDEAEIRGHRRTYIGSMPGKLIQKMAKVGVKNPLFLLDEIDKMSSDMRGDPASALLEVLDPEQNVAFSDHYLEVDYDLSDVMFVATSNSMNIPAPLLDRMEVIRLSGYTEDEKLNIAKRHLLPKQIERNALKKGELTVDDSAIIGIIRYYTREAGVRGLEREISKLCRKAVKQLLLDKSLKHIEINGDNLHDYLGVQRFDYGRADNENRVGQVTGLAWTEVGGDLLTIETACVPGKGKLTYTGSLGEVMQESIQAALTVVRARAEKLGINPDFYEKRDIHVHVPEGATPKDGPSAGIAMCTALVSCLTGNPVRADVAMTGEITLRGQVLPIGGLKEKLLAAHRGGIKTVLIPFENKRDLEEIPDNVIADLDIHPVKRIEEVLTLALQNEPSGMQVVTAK
Scp-1 inhibitor = blocks human Scp-1 phosphatase activity; inhibition, % at 20 µM; Recombinant Scp1, phosphopeptide, malachite green phosphate absorbance; hit rate 0.88% among 340,000; AID 493091; Q9GZU7;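 active = inhibition above about 50% at 20 µM, limit read from the data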;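 also: plate controls were DMSO wells with enzyme for no effect and wells lacking enzyme for full effect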
Target sequence (Q9GZU7 76-261 limits assumed): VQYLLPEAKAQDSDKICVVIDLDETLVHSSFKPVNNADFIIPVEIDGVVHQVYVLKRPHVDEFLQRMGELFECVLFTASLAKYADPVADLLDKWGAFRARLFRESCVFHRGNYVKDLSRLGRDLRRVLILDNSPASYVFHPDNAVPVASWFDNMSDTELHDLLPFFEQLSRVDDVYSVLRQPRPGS
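Test system: SCP-1 catalytic domain; Buffer or medium: Acidic Tris acetate buffer with magnesium and detergent; Also added: Phosphorylated 17-residue peptide substrate; Compound: single 20 µM dose, 1% DMSO; Schedule: enzyme reaction 45 min at room temperature, colour 5 min, stabilisation 30 min; Signal: Phosphate-binding colour reagent, absorbance read at 630 nm.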
DNMT1 block = inhibitors of human DNMT1; P26358; hit rate 0.83% among 360,000; inhibition (reported as % activation of signal), % at 10 µM; DNMT1 molecular beacon, Hinp1I cleavage, fluorescence; in the data active = inhibition above about 50%
CendR NRP1 mod = alters CendR peptide binding to human NRP-1; FAM-RPARPAR peptide binding to NRP-1, fluorescence polarization; inhibition, % at 25 µM; hit rate 0.85% among 360,000; AID 602438;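 active = inhibition or corrected inhibition above about 18%, plus a signal ratio from 0.5 to 1.5, limit read from the data, passing the limit was not always enough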; also: strong numbers were not always called active
MsrA act = activates bovine MsrA enzyme. purified bovine MsrA, absorbance read-out. activation, % at 10.6 µM. hit rate 0.3% among 360,000. AID 602163; in the data active = activation above about 7.5%;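 also: 0% = vehicle and 100% = reference activator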
STEP inh = blocks human striatal-enriched tyrosine phosphatase; recombinant STEP, OMFP fluorogenic substrate, fluorescence; hit rate 0.25% among 360,000; AID 588621; P54829; inhibition, % at 20 µM;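 active = inhibition at 20 µM, scaled per plate between control wells, above about 37%, limit read from the data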;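 also: 0% = DMSO with enzyme and substrate and 100% = substrate only without enzyme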
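Assay system: isolated STEP enzyme. Buffer or medium: pH 6.0 Bis-Tris with DTT and Tween 20. Also added: fluorogenic phosphatase substrate OMFP at 25 µM final. Dosing: 20 µM, 1% DMSO. Timing: 20 min reaction, room temperature, in the dark. Measured by: fluorescence intensity, excitation 480 nm, emission 540 nm. Evaluation: normalized % inhibition.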
LMPTP block = LMPTP (human) inhibition | AID 651560 | inhibition, % at 20 µM | recombinant LMPTP-A, OMFP fluorogenic substrate, fluorescence intensity | P24666 | hit rate 0.22% among 360,000;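 active = compounds that cut the enzyme signal by at least half of the control window in the single-dose screen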;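 also: plate controls were DMSO wells with enzyme plus substrate for no effect and substrate without enzyme for full effect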
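Buffer or medium: Bis-Tris pH 6.0, DTT, detergent; Assay system: LMPTP-A enzyme; Quantity: 0.625 nM enzyme; Detection: endpoint fluorescence intensity; Times: 50 min dark incubation at room temperature; Controls: substrate-only low control, DMSO enzyme-plus-substrate high control; Doses: single 20 µM dose; Read-out: percent inhibition versus substrate-only and uninhibited controls; Reagent: 400 µM OMFP.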
* marks the source's active call; other numbers are inactive results; · = no result given.

SMILES	MsrA inh	SUMO1-SIM PPI	TbMetRS inhib	E coli Lon inh	Scp-1 inhibitor	DNMT1 block	CendR NRP1 mod	MsrA act	STEP inh	LMPTP block
CCCN1CCC(NC(=S)Nc2ccc(C(=O)OCC)cc2)CC1	0.3	2	0.5	8	-10	-1	10	-1	2	-4.6
CN(c1cccc(Cl)c1)S(=O)(=O)c1cccc(C(=O)Nc2ccc3c(c2)CCC3)c1	2.5	-1	-0.5	7	-12	-8	15	-1	2	3.8
O=C(NCCc1ccc(Cl)cc1)C1CC(=O)N(CCc2ccccc2)C1 (stereo not drawn)	-0.2	-3	-0.5	-4	-6	2	9	-1	-1	-0.1
CC1CCCC(NC(=O)COC(=O)c2ccc([N+](=O)[O-])s2)C1C (stereo not drawn)	1.9	39	-0.2	1	-8	25	-48	21*	2	0.1
CC(C)C(=O)Nc1ccc(NC(=O)c2ccco2)cn1	-0.4	2	0.0	0	0	-1	12	-4	26	0.1
COC(=O)[C@@H]1CC[C@@](C)(c2ccc(OC)cc2)C1(C)C	1.7	0	0.4	2	-8	1	-1	-3	1	1.7
CC(=O)Nc1ccc2nc(NC(=O)c3cccnc3)sc2c1	3.4	4	-1.2	6	3	18	1	-14	-1	-0.6
CC1CCN(C2=NN3C(=N)/C(=C\c4ccc(OC(=O)c5ccco5)cc4)C(=O)N=C3S2)CC1	1.7	13	0.0	-7	35	16	-25	-1	2	0.5
O=c1c2sccc2[nH]c(=S)n1Cc1ccccc1	-1.6	-2	-0.8	5	-10	18	2	-4	4	4.4
Cc1ccc2nc(SCC(=O)NC3CCCC3)[nH]c2c1	-1.0	8	1.9	-8	-3	1	-14	-3	-2	-0.4
COC(=O)Nc1ccc([N+](=O)[O-])cc1OC	1.1	-16	-0.5	-2	-7	2	-6	-4	-3	-0.7
CC(C)NC(=O)C1CCN(C2CCN(C(=O)c3cc4c(s3)CCCCC4)CC2)CC1	-0.1	4	-0.4	5	-3	3	-12	-1	-2	1.1
COC(=O)Cn1c(=NC(=O)C2CC2)sc2c(C)cc(C)cc21	1.8	2	0.0	3	2	-4	4	-2	-1	1.1
C=CCC(Nc1ccco1)c1ccccc1 (stereo not drawn)	-0.4	-5	-0.1	10	6	-6	-20	1	1	-0.3
CCOC(=O)N1CCC(N(C(=O)Nc2ccc(Cl)c(Cl)c2)C(C)CC)CC1 (stereo not drawn)	-0.5	2	-1.0	-6	6	0	2	-2	2	-0.2

A run of entries from further up:
SMILES	MsrA inh	SUMO1-SIM PPI	TbMetRS inhib	E coli Lon inh	Scp-1 inhibitor	DNMT1 block	CendR NRP1 mod	MsrA act	STEP inh	LMPTP block
O=C(NCCc1ccc(Cl)cc1)C1CC(=O)N(CCc2ccccc2)C1 (stereo not drawn)	-0.2	-3	-0.5	-4	-6	2	9	-1	-1	-0.1
CC1CCCC(NC(=O)COC(=O)c2ccc([N+](=O)[O-])s2)C1C (stereo not drawn)	1.9	39	-0.2	1	-8	25	-48	21*	2	0.1
CC(C)C(=O)Nc1ccc(NC(=O)c2ccco2)cn1	-0.4	2	0.0	0	0	-1	12	-4	26	0.1
COC(=O)[C@@H]1CC[C@@](C)(c2ccc(OC)cc2)C1(C)C	1.7	0	0.4	2	-8	1	-1	-3	1	1.7
CC(=O)Nc1ccc2nc(NC(=O)c3cccnc3)sc2c1	3.4	4	-1.2	6	3	18	1	-14	-1	-0.6
CC1CCN(C2=NN3C(=N)/C(=C\c4ccc(OC(=O)c5ccco5)cc4)C(=O)N=C3S2)CC1	1.7	13	0.0	-7	35	16	-25	-1	2	0.5
O=c1c2sccc2[nH]c(=S)n1Cc1ccccc1	-1.6	-2	-0.8	5	-10	18	2	-4	4	4.4
Cc1ccc2nc(SCC(=O)NC3CCCC3)[nH]c2c1	-1.0	8	1.9	-8	-3	1	-14	-3	-2	-0.4
COC(=O)Nc1ccc([N+](=O)[O-])cc1OC	1.1	-16	-0.5	-2	-7	2	-6	-4	-3	-0.7
CC(C)NC(=O)C1CCN(C2CCN(C(=O)c3cc4c(s3)CCCCC4)CC2)CC1	-0.1	4	-0.4	5	-3	3	-12	-1	-2	1.1
COC(=O)Cn1c(=NC(=O)C2CC2)sc2c(C)cc(C)cc21	1.8	2	0.0	3	2	-4	4	-2	-1	1.1
C=CCC(Nc1ccco1)c1ccccc1 (stereo not drawn)	-0.4	-5	-0.1	10	6	-6	-20	1	1	-0.3
CCOC(=O)N1CCC(N(C(=O)Nc2ccc(Cl)c(Cl)c2)C(C)CC)CC1 (stereo not drawn)	-0.5	2	-1.0	-6	6	0	2	-2	2	-0.2

(continued)
SMILES	MsrA inh	SUMO1-SIM PPI	TbMetRS inhib	E coli Lon inh	Scp-1 inhibitor	DNMT1 block	CendR NRP1 mod	MsrA act	STEP inh	LMPTP block
COc1ccccc1/C=C(\C)C(=O)c1c(C)cc(C)[nH]c1=O	0.4	1	-0.1	1	3	-1	0	-3	-3	0.2
CC(C)C(=O)NNC(=O)c1cc2sccc2s1	-1.3	2	-0.9	9	1	-3	-2	-3	3	0.4
COc1ccccc1C/C(N)=N/OC(=O)c1ccco1	-0.5	2	-1.5	-9	1	4	-7	-14	-4	0.2
COc1ccc(OCC(=O)N2c3ccc(C)cc3C3CN(C)CCC32)cc1 (stereo not drawn)	1.0	-1	-0.1	1	-7	-3	0	-1	-2	-0.8
COCCN1C(=O)/C(=C/c2ccc(OCc3ccc(C(=O)O)cc3)c(OC)c2)SC1=Nc1ccccc1	0.3	-11	-0.4	-4	30	-6	-42	-4	0	2.4
Nn1c(SCC(=O)Nc2nc3ccccc3s2)nncc1=O	0.1	10	0.5	9	-11	18	-8	-1	4	-0.5
CCOC(=O)c1c(C)[nH]c(C(=O)Cn2c(=O)c3c(ncn3CC)n(Cc3ccccc3)c2=O)c1C	-0.4	-1	-0.8	-4	-12	-12	-13	-2	-4	1.5
COCc1nc2ccccc2n1CCc1ccccc1	0.0	-2	-1.8	1	4	2	0	-10	-4	0.8
NCC1CC2c3ccccc3C1c1ccccc12 (stereo not drawn)	0.8	0	-0.7	4	-9	0	-4	-3	-4	-1.4
C[C@H](NC(=O)c1nc[nH]c1C(=O)N[C@@H](CCCCNC(=O)OC(C)(C)C)C(=O)OC(C)(C)C)c1ccccc1	-1.2	2	-0.1	11	-4	-18	1	-2	0	0.3
O=C(CSc1ccccc1C(=O)NCc1ccccc1)NC1CCCCCCC1	0.0	-3	-0.1	-7	-8	-5	-7	-2	2	0.3
O=C(/C=C/c1ccc(F)cc1)NC(=S)Nc1ccccc1	2.0	7	0.7	7	-16	1	0	3	3	-0.2
COc1ccc(C(=O)N2CCN(c3ncccn3)CC2)cc1[N+](=O)[O-]	2.6	-2	-0.8	-3	1	2	-6	-12	-2	-3.1
CC1(C(=O)Nc2ccccc2)Cc2c(-c3ccc4c(c3)OCO4)ccnc2O1 (stereo not drawn)	-0.8	4	-0.1	1	·	2	2	-2	7	0.6
COc1cc2ccccc2cc1C(=O)Nc1ccc(Cl)cn1	0.9	-13	-1.1	-2	-4	2	-6	-4	0	0.1
COc1cc(C2=NOC(C(=O)Nc3cc(C)on3)C2)cc(OC)c1OC (stereo not drawn)	1.8	-3	-0.2	-8	-4	-1	-14	-5	0	0.6
O=C(COc1ccccc1[N+](=O)[O-])NCC1(N2CCCCC2)CCCCC1	0.0	-11	-0.3	0	-7	0	16	-2	-3	-0.4
Brc1cccc(OCCCCN2CCCCC2)c1	2.4	-1	0.1	-12	6	2	4	0	1	-0.8
Cc1cc(/C=N/O)c(C)n1-c1ccc(Br)cc1	-0.2	2	-0.3	-2	-5	-8	-2	-5	-4	-0.2
CCN(CC)S(=O)(=O)c1ccc(Cl)c(NC(=O)COC(=O)c2cc(-c3ccccc3Cl)nc3ccccc23)c1	-0.1	4	-0.1	-1	-2	-1	-7	0	-1	3.8
CSc1nc2c([nH]1)c(=S)n(C)c(=O)n2C	4.1	13	0.0	2	-5	4	-7	-8	-2	-2.1
CCNc1nc(NCC)n2c(SCC(=O)N(CC)C3CCCCC3)nnc2n1	-1.2	3	-1.7	-3	0	15	4	-11	0	-0.6
O=C(O)CCC1(CCC(=O)O)CCCC(CCC(=O)O)(CCC(=O)O)C1=O	-0.5	2	-0.1	-4	6	8	0	2	5	-1.0
COCCn1c(=O)[nH]c(=O)c2c(C(F)(F)F)cc(-c3cccs3)nc21	0.2	-12	0.1	-5	-4	7	11	-2	0	-1.9
C#CCOCCOCCOCCNc1nc(N2CCN(C(=O)C([C@@H](C)O)n3cc([C@@H](N)CCCCN)nn3)CC2)nc(N2CCN(C(=O)[C@H](CCC(=O)O)n3cc([C@@H](N)CCCCN)nn3)CC2)n1 (stereo partly drawn)	-0.3	-37	-0.1	-4	-8	-11	-7	-2	-3	-10
CC(C)C(=O)Nc1cccc2nsnc12	2.4	-20	-0.4	-5	-9	-19	11	-1	-3	-0.5
CCn1c(CCNC(=O)c2ccc(Cl)cc2Cl)n[nH]c1=S	-0.7	-3	0.8	-9	3	0	3	-3	1	-0.8
Nc1ccccc1-c1ccc(Cl)cc1	0.3	3	-0.2	-9	3	1	-3	-2	1	-0.8
CCOC(=O)C1CCN(C(=O)c2ccc(OC3CCN(C(=O)COC)CC3)cc2)CC1	0.7	2	-0.6	-2	10	0	0	-8	-1	-2.6
CC(=O)c1cccc(NC(=O)Nc2ccc(C)cc2)c1	0.1	-3	-0.6	0	-9	1	-2	-4	-1	-0.3
COc1ccc(S(=O)(=O)N(C)CC(=O)N2CCC(C)CC2)cc1Cl	0.4	-1	-0.2	4	-8	9	-13	-2	3	-1.0
CC1CCC(C(C)C)C2=C1C(C#N)(C#N)C(C#N)(C#N)C(c1ccccc1)N2 (stereo not drawn)	0.0	-12	-1.0	0	-2	-31	-13	-3	-1	1.2

This is a random part of the collection, and some 4.3% of all compounds hit somewhere here.
